TRAIL sens C8 – viability loss with TRAIL in NB7+C8 cells, primary screen, TRAIL sensitizer project, cell-based, ATPlite luminescence. AID 624354, 2012. actives 1% (n = 360,000). inhibition (viability loss, TRAIL sensitization), % at 10 µM;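 active = compounds causing at least 50% loss of cell viability in the single-dose screen, relative to plate controls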
NCOA3 inh – SRC3 coactivator transcriptional activity inhibitors, primary screen, cell-based, luminescence. Nuclear receptor coactivator 3 (Homo sapiens), Q9Y6Q9. HEK293 GAL4-SRC3 luciferase reporter. inhibition, % at 3.6 µM. actives 0.17% (n = 360,000). AID 588352, 2011;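 active = inhibition above a per-campaign cutoff, the mean of all compounds plus 3 SD, cut at about 60% in these data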;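 note: 0% = DMSO-treated cells and 100% = gossypol-treated cells at 36 µM; higher means less SRC3-driven luciferase light from the GAL4 reporter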
SRC1 inh – SRC1 coactivator transcriptional activity inhibitors, primary screen, cell-based, luminescence; AID 588354, 2011; HEK293 GAL4-SRC1 luciferase reporter; actives 0.12% (n = 360,000); Nuclear receptor coactivator 1 (Homo sapiens), Q15788; inhibition, % at 3.6 µM;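 active = inhibition above the campaign mean plus 3 SD, with each screening campaign given its own cutoff, cut at about 60% in these data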;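 note: 0% = DMSO treated cells and 100% = gossypol at 36 µM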
KKLEB cytotox – cytotoxicity in KKLEB CF airway cells, primary screen, cytotoxicity control for CF NF-kB inhibitor project, cell-based, uHTS, fluorescence assay plates; KKLEB CF airway cells viability, ATPlite luminescence, overnight; stronger effect = lower value; cells stimulated with P. aeruginosa culture filtrate; activity change (cytotoxicity), % at 5 µM; actives 0.36% (n = 360,000); AID 602141, 2011;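 active = corrected activity change at or below -50% at 5 µM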
LRH-1 inv ag – LRH-1 (NR5A2) inverse agonists, primary screen, cell-based, luminescence, HEK293T, StAR-luciferase reporter. inhibition, % at 3.6 µM. AID 602396, 2012. LRH-1 transfected, 24 h. Nuclear receptor subfamily 5 group A member 2 (Homo sapiens), O00482. actives 0.13% (n = 360,000);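 active = inhibition above the mean inhibition of all tested compounds plus 3 SD, cut at about 73% in these data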;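 note: 0% = DMSO wells and 100% = reporter-only cells lacking LRH-1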
Target sequence (O00482 whole entry, looked up): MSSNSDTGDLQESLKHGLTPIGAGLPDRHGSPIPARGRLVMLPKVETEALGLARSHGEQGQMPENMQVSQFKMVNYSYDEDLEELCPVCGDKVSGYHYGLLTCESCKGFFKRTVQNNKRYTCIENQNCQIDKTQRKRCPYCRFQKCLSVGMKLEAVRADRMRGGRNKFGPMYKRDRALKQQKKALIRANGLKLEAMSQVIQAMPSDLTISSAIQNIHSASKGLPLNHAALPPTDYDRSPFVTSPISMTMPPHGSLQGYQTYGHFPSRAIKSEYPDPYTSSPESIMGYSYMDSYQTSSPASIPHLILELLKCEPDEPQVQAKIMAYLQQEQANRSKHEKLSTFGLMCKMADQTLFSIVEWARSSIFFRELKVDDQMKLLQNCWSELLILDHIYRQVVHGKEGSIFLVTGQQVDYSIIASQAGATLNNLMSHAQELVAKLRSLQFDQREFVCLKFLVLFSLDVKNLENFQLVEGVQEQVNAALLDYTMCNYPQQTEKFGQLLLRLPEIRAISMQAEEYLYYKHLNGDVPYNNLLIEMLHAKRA
COUP-TFII inh – NR2F2 transcriptional activity inhibitors, primary screen, cell-based, luciferase reporter, HEK293T, luminescence. COUP transcription factor 2 (Homo sapiens), P24468. HEK293T NGFI-A luciferase reporter. inhibition, % at 8.6 µM. actives 0.7% (n = 370,000);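 active = inhibition above a per-plate cutoff, mean inhibition of test wells between control levels plus 3 SD, cut at about 38% in these data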;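 note: cells cotransfected with COUP-TFII expression vector driving the NGFI-A reporter; 0% = median of COUP-TF2 test wells and 100% = reporter-only cells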
Target sequence (P24468 whole entry, looked up): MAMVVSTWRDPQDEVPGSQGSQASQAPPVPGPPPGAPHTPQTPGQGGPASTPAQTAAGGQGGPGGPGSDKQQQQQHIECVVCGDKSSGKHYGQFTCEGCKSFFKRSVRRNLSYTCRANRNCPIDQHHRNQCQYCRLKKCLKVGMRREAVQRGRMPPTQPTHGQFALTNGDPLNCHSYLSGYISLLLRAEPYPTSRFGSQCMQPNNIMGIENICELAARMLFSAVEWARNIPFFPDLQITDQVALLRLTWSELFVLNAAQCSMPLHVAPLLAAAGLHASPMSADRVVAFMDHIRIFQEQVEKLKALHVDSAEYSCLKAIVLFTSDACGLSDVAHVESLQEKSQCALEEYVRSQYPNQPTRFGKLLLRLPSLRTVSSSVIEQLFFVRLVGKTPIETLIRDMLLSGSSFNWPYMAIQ
CF NFkB inh – inhibitors of PAF-induced NF-kB signaling, primary screen, cell-based, GFP fluorescence, uHTS. KKLEB NF-kB-GFP reporter, GFP fluorescence overnight. actives 0.86% (n = 360,000). AID 588850, 2011. inhibition, % at 5 µM;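 active = at least 50% inhibition at 5 µM, scaled per plate between neutral and stimulator controls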;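 note: PAF is a Pseudomonas aeruginosa culture filtrate used as stimulus; plate controls were PAF-stimulated DMSO wells for no effect and unstimulated DMSO wells for full effect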
EBV LMP1 NFkB – EBV LMP1-driven NF-kappaB luciferase reporter inhibitors, primary screen, cell-based, luminescence, single point; LMP1-induced NF-kappaB luciferase reporter cells; inhibition, % at 12.5 µM; actives 0.69% (n = 350,000); AID 504558, 2011; in the data active = inhibition above about 41%; inconclusive = no clear call, values can overlap the other calls;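 note: 0% = neutral control wells and 100% = reference inhibitor control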
Shn3 3UTR inh – reduction of Shn3 3'UTR firefly luciferase signal, primary screen, Schnurri-3 inhibitor project, cell-based, Clone20 osteoblasts, set 2; Clone20 osteoblast Shn3 3'UTR firefly luciferase, 24 h; inhibition, % at 12.5 µM; actives 0.52% (n = 360,000); AID 588674, 2011;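 active = mean inhibition of at least 75% with every replicate also reaching 75%; inconclusive = mean inhibition at least 75% but some replicate below; inactive = mean inhibition below 75%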;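 note: 0% = median of neutral control wells and 100% = pilot-screen positive control compound; some compounds past the cut are filed as inactive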
TROY NFkB inh – inhibitors of TROY-driven NF-kB signaling, primary screen, Q293 LMP1-TROYcd cells, NF-kB luciferase, uHTS; Q293 LMP1-TROYcd NF-kB luciferase reporter, 4 h; inhibition, % at 10 µM; actives 0.98% (n = 360,000); AID 1347056, 2019;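 active = compounds whose plate-normalised and pattern-corrected inhibition of the luciferase reporter signal at the single screening dose is 50% or more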
TWEAK-Fn14 inh – inhibitors of TWEAK-Fn14 signaling, primary screen, luciferase reporter cells, uHTS; actives 2% (n = 360,000); TWEAK-stimulated Fn14 reporter cells, luciferase luminescence, 8 h; inhibition, % at 10 µM; in the data active = inhibition above about 50%
The depositor's hits bear a star; ? = inconclusive; / = not tested or not shown. Not all compounds are listed. The share of hits here may be higher or lower than overall.

canonical_smiles,TWEAK-Fn14 inh,TROY NFkB inh,KKLEB cytotox,TRAIL sens C8,COUP-TFII inh,CF NFkB inh,SRC1 inh,LRH-1 inv ag,EBV LMP1 NFkB,NCOA3 inh,Shn3 3UTR inh
COC(=O)C1CN(S(=O)(=O)c2cc(OC)ccc2OC)CCS1 (stereo unspecified),-6,7,3,-9,5,-12,-3,-4,-2,15,-10
Cc1ccc(S(=O)(=O)CCC(=O)OCC(=O)N2c3ccccc3CC2C)cc1 (stereo unspecified),-1,4,18,4,-1,-2,-12,16,0,2,-13
C=CCSc1ccsc1C(=O)O,-17,-8,-12,-9,2,4,-5,13,0,-13,-5
CCOc1ccccc1NC(=O)C1CCN(S(C)(=O)=O)CC1,-4,23,1,8,-7,-8,-12,13,5,0,2
N#C/C(=C\Nc1ccc2cn[nH]c2c1)c1nc(-c2ccccc2)cs1,-7,13,-22,3,-4,-16,-16,11,4,-23,5
O=C(C1CCCN(Cc2ccccc2F)C1)N1CCCCC1 (stereo unspecified),11,-7,-3,5,-1,2,-25,-10,-34,-5,14
COCCCNC(=S)N1CCN(C(=O)C(=O)Nc2ccc(C(=O)OC)cc2)CC1,-6,14,11,0,2,-21,7,-3,0,16,-19
Cc1cccc(-n2nc(C)c3c(C(=O)O)cc(-c4cccs4)nc32)c1,-8,18,8,-11,8,-15,-3,9,-3,-3,9
Cc1ccc(NC(=O)CSc2nnc(Cc3cccn3C)n2-c2ccc(F)cc2)c(C)c1,30,0,13,2,15,7,-2,-15,-8,4,15
COc1ccc(CNC(=O)Nc2ccccc2)cc1,10,-42,-9,24,-13,8,-29,-56,-22,-55,-86
CCN(C[C@H]1N[C@@](C)(C(=O)OC)[C@H]2C(=O)N(Cc3ccccc3)C(=O)[C@@H]12)C(=O)Nc1ccccc1,-16,0,7,-1,0,-30,-6,-6,-1,14,-4
O=C(Nc1ccccc1)c1cc(Cl)nc2ccccc12,-10,-3,-3,-3,-15,3,6,-4,-10,8,8
Cc1ccc2c(NC(=O)c3ccc(Br)o3)cccc2n1,-3,-20,-24,-9,-16,26,-22,-8,-8,-13,-10
CN1CCN(S(=O)(=O)c2ccc(Cl)c(C(F)(F)F)c2)CC1,-4,-2,16,-8,4,-4,4,-26,-2,-12,20
CNC(=O)NC(=O)COC(=O)CCc1nc(=O)c2ccccc2n1C,-2,-2,-25,1,-17,22,7,11,6,-6,-6
Cc1ccc(Cl)cc1N1CCN(Cc2nc3c(c(=O)[nH]c(=O)n3C)n2CCc2ccccc2)CC1,-39,-4,-11,-8,-8,4,-7,-12,-6,-8,23
CCc1cc(C(=O)N/N=C/c2ccc(O)cc2)c2ccccc2n1,23,-6,-7,1,6,10,2,11,2,16,5
COc1ccc(S(=O)(=O)N2CCC(NC(=O)N3CCOCC3)CC2)cc1,0,4,2,-4,6,-2,-18,19,8,-12,8
CC(C(=O)Nc1ccc(N2CCOCC2)cc1)N1C(=O)c2ccccc2C1=O (stereo unspecified),3,11,4,-17,-2,-4,-18,-2,-17,-7,10
CC(=O)c1ccc(Cc2cnc(N)s2)cc1,-14,3,6,14,8,-5,-18,-2,-1,-10,5

Additional results follow:
canonical_smiles,TWEAK-Fn14 inh,TROY NFkB inh,KKLEB cytotox,TRAIL sens C8,COUP-TFII inh,CF NFkB inh,SRC1 inh,LRH-1 inv ag,EBV LMP1 NFkB,NCOA3 inh,Shn3 3UTR inh
O=C(NCc1cccc(CNC(=O)c2ccco2)c1)c1ccco1,-10,10,-12,11,2,0,2,10,10,14,12
O=C1CCCN1CCCNc1ccc(S(=O)(=O)N2CCCCC2)cn1,-15,5,-24,-15,-16,1,-63,2,-4,3,-4
Cc1ccc(OCc2cc(C(=O)NC(C)Cc3cccnc3)no2)cc1C (stereo unspecified),-23,-14,-7,5,-24,4,-27,-60,-19,-56,-25
CN(Cc1ccc(F)cc1Cl)S(=O)(=O)c1cccs1,21,-16,1,-11,-21,-9,-2,-17,-6,-31,1
COc1ccc(/C=C(/NC(=O)c2cccc([N+](=O)[O-])c2)C(=O)O)cc1,6,-15,-14,-6,9,13,-14,-1,1,6,-15
COc1ccc(-c2cn(-c3ccccc3)nc2C(=O)O)cc1OC,-2,-7,4,2,-12,-18,12,2,/,-7,4
COc1ccc(CC(=O)Nc2cc(Cl)ccc2N2CCCC2)cc1,-8,-21,-4,7,10,1,-28,-6,4,-8,14
CCOc1ccc(C2C3=C(CCCC3=O)Nc3nc(C(F)(F)F)nn32)cc1OC (stereo unspecified),-8,5,-6,-3,15,1,-9,-9,-3,1,-4
Clc1ccc(C=Cc2ccccn2)c(Cl)c1,-14,-58,-9,30,-52,-26,-69,-82,-30,-103,-11
N#Cc1sc2nc(-c3ccccc3)cc(-c3ccco3)c2c1N,6,35,8,1,3,-34,-18,10,8,-11,-11
CCCN1CCN(C(=O)C2CCN(S(=O)(=O)c3ccc4c(c3)NC(=O)C(C)S4)CC2)CC1 (stereo unspecified),12,12,8,-17,11,-8,-21,-18,4,5,-16
Cc1n(C)c2cc(Cl)ccc2[n+]1Cc1ccccc1,-8,0,3,-2,21,-25,1,1,11,-1,3
CC(O)c1nc2ccccc2n1CC(=O)Nc1ccc2c(c1)OCCO2 (stereo unspecified),12,19,5,-4,4,2,-23,6,-6,4,-18
COc1ccc(C2CC(C(F)(F)F)n3ncc(C(=O)NCc4cccnc4)c3N2)cc1OC (stereo unspecified),-58,-1,-14,5,-14,-6,-52,-2,?,12,9
COc1ccc(C(=O)Nc2c(O)ccc3ccccc23)cc1,31,38,9,-1,11,-11,-10,-7,-6,-9,/
O=C(O)CCCn1c(=O)[nH]c2ccccc2c1=O,-14,-7,-19,-4,3,3,-8,-6,-3,13,2
CCOC(=O)C1=C(C)NC(C)=C(C(=O)OCC)C1c1ccc(OC)c(OC)c1,-1,-8,-2,-12,-5,-6,5,21,4,17,15
CN(CC(=O)N1CCN(c2ccccn2)CC1)S(=O)(=O)c1cccc2nsnc12,-7,4,3,-4,-10,6,-13,0,-1,-1,0
CCOC(=O)N1CCC(Nc2c(N3CCN(c4cc(Cl)ccc4C)CC3)c(=O)c2=O)CC1,-8,22,-6,23,20,4,7,16,7,1,3
COc1ccc(CCn2c(O)cc3nn(-c4nc5ccccc5s4)c(=O)c-3c2C)cc1,30,16,-4,11,-9,0,0,1,-1,4,-23

6 compounds already listed, sorted by SMILES length, highest first:
canonical_smiles,TWEAK-Fn14 inh,TROY NFkB inh,KKLEB cytotox,TRAIL sens C8,COUP-TFII inh,CF NFkB inh,SRC1 inh,LRH-1 inv ag,EBV LMP1 NFkB,NCOA3 inh,Shn3 3UTR inh
CCOC(=O)N1CCC(Nc2c(N3CCN(c4cc(Cl)ccc4C)CC3)c(=O)c2=O)CC1,-8,22,-6,23,20,4,7,16,7,1,3
CCOC(=O)C1=C(C)NC(C)=C(C(=O)OCC)C1c1ccc(OC)c(OC)c1,-1,-8,-2,-12,-5,-6,5,21,4,17,15
CC(O)c1nc2ccccc2n1CC(=O)Nc1ccc2c(c1)OCCO2 (stereo unspecified),12,19,5,-4,4,2,-23,6,-6,4,-18
COc1ccc(-c2cn(-c3ccccc3)nc2C(=O)O)cc1OC,-2,-7,4,2,-12,-18,12,2,/,-7,4
CN(Cc1ccc(F)cc1Cl)S(=O)(=O)c1cccs1,21,-16,1,-11,-21,-9,-2,-17,-6,-31,1
Clc1ccc(C=Cc2ccccn2)c(Cl)c1,-14,-58,-9,30,-52,-26,-69,-82,-30,-103,-11

New compounds follow:
canonical_smiles,TWEAK-Fn14 inh,TROY NFkB inh,KKLEB cytotox,TRAIL sens C8,COUP-TFII inh,CF NFkB inh,SRC1 inh,LRH-1 inv ag,EBV LMP1 NFkB,NCOA3 inh,Shn3 3UTR inh
COc1cc(/C=N/NC(=O)c2ccncc2)ccc1OCC(=O)Nc1cccc([N+](=O)[O-])c1,24,6,0,18,1,-16,-1,23,-3,-9,-9
CC(=O)Nc1cccc(NC(=O)Nc2cccc3ccccc23)c1,-1,24,1,-6,0,-25,3,4,-11,-3,8
COc1ccc([C@H]2C[C@@H](n3cc(-c4ccc(F)cc4)nn3)[C@H](O)CN2C(=O)C2CCCCC2)cc1,-13,2,5,-8,9,-28,8,-24,7,-5,-9
NS(=O)(=O)c1cccc(C(=O)N2CCCc3ccccc32)c1,5,15,-8,13,-4,15,6,-15,4,-25,0
CC(=O)c1cccc(OCc2cc(C(=O)N3C[C@H]4CC[C@H]3C4)no2)c1,-27,-30,16,-7,-48,-19,-91,-49,-26,-65,-41
O=C(OCCN1CCCCC1)c1cc2ccccc2o1,8,-14,7,-8,5,-7,4,8,-7,9,21
COCCCNC(=O)c1ccc2c(c1)ncn2-c1ccc(C)cc1C,-11,8,-4,3,-1,1,-10,22,-1,3,-6
O=C(O)C1C2CCC(O2)C1C(=O)Nc1cnn(Cc2ccccc2)c1 (stereo unspecified),1,-3,6,5,-15,4,-21,2,-5,-1,-4
CC(C)c1ccc(CN(C(=O)c2cc3ccccc3oc2=O)C2CCS(=O)(=O)C2)cc1 (stereo unspecified),-24,-32,-8,4,-9,4,-6,-46,-13,-14,-11
COc1ccc(/C=C/C(=O)c2ccc3c(c2)OCO3)c(OC)c1,2,-32,-14,56*,-32,8,-108,-142,10,-70,-19

Source: PubChem (several laboratories)
